Apaf-1 inh: inhibitors of human Apaf-1 apoptosome, primary screen, biochemical, DEVD-Rh110 fluorescence, uHTS | reconstituted apoptosome caspase-3 activity | inhibition, % at 20 µM | Apoptotic protease-activating factor 1 (Homo sapiens), O14727 | AID 489030, 2010 | 330,000 tested, 0.71% active; active means inhibition of at least 40% at 20 µM;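 further: plate controls were DMSO wells for no effect and DEVD-CHO caspase inhibitor wells for full effect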
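Assay system: Apoptosome proteins | Medium: pH 7.5 Hepes buffer with CHAPS, BSA, DTT | Also added: Cytochrome c and DEVD-Rh110 substrate | Times: 30 min plus 50 min, RT | Detection: Rhodamine 110 fluorescence at Ex 480/Em 540 nm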
UBC13 polyUb: UBC13 polyubiquitin chain formation inhibitors, primary screen, biochemical, TR-FRET, uHTS. AID 485273, 2010. inhibition, % at 20 µM. 330,000 tested, 0.47% active. Ubiquitin-conjugating enzyme E2 N (Homo sapiens), P61088; in the data active means inhibition above about 45%, passing the limit was not always enough
Target sequence (P61088 whole entry, looked up): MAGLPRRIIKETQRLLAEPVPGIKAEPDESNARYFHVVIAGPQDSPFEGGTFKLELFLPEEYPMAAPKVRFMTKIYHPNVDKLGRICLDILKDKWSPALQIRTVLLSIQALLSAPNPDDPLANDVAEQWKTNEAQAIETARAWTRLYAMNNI
HKDC1 inhibitor: HKDC1 hexokinase inhibitors, primary screen, biochemical, fluorescence, uHTS | 340,000 tested, 0.16% active | recombinant HKDC1, G6PDH/diaphorase resazurin coupled fluorescence | Q2TB90 | AID 493160, 2011 | inhibition, % at 20 µM;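 active means inhibition above about 35% when tested at 20 µM, limit read from the data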;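 further: plate controls were DMSO wells with enzyme for no effect and DMSO wells lacking enzyme for full effect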
Target sequence (Q2TB90 whole entry, looked up): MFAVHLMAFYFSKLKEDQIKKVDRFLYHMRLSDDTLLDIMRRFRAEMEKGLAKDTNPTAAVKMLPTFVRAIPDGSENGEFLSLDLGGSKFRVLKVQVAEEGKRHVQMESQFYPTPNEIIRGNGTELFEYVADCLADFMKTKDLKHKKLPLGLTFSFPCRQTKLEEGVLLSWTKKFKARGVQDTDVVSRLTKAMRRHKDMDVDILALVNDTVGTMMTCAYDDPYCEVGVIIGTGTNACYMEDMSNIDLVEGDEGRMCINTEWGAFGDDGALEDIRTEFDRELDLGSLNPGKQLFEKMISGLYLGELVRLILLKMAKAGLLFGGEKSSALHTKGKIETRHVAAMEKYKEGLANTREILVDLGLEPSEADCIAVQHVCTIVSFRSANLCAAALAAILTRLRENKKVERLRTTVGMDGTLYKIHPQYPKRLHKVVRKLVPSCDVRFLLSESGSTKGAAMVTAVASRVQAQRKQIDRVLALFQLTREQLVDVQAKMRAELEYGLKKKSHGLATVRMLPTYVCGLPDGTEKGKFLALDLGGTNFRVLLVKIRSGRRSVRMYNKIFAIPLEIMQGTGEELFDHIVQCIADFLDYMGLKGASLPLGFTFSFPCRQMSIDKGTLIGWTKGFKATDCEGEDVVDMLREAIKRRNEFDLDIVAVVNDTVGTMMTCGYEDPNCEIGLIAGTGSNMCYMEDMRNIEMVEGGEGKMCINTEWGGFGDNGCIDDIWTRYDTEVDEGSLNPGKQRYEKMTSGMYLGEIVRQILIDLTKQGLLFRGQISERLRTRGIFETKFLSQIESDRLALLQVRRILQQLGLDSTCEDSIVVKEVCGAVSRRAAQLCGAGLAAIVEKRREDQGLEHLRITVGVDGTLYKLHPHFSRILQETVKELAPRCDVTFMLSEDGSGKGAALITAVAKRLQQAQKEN
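Material – in-house recombinant HK5 (HKDC1) enzyme · Quantity – HKDC1 at 5 µg/mL · Buffer or medium – pH 8.0 Tris buffer with 10 mM MgCl2 · Reagent – glucose with 1 mM ATP · Dosing – single 20 µM dose · Times – reaction time 90 min, room temperature, protected from light · Technique – resorufin fluorescence at 613 nm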
SENP8 block: SENP8 protease inhibitors, primary screen, biochemical, luminescence | Sentrin-specific protease 8 (Homo sapiens), Q96LD8 | purified SENP8, Z-RLRGG-aminoluciferin cleavage | inhibition, % at 10 µM | 330,000 tested, 1.2% active
Jurkat NFkB inh: inhibitors of induced NF-kB luciferase reporter, primary screen, TCR NF-kB activation inhibitor project, cell-based, luminescence, uHTS; 330,000 tested, 0.53% active; Jurkat, PMA/ionomycin-induced NF-kB luciferase reporter; inhibition, % at 4 µM
SENP7 block: SENP7 protease inhibitors, primary screen, biochemical, luminescence, uHTS. AID 434973, 2010. Sentrin-specific protease 7 (Homo sapiens), Q9BQF6. 330,000 tested, 1.5% active. recombinant SENP7, Z-RLRGG-aminoluciferin luminescence, 40 min. inhibition, % at 5 µM;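 active means inhibition above about 50% at the single test dose, limit read from the data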;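 further: plate controls were DMSO with enzyme for no effect and no enzyme buffer wells for full effect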
Gli-Sufu block: Gli-Sufu pathway antagonists, primary screen, luciferase luminescence, Sufu-KO-LIGHT cells, uHTS; Sufu-KO-LIGHT fibroblasts, Gli luciferase reporter luminescence; inhibition, % at 5 µM; 340,000 tested, 0.74% active; AID 588413, 2011;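 active means inhibition above about 55%, limit read from the data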;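 further: 0% = DMSO-treated cells and 100% = wells with medium but no cells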
697 NFkB inh: inhibitors of PMA/ionomycin-induced NF-kB reporter, 697 cells, primary screen, B-cell NF-kB inhibitor project, cell-based, luminescence, uHTS | AID 435022, 2010 | inhibition, % at 4 µM | 330,000 tested, 0.33% active | 697 B-cell NF-kB luciferase reporter, 16 h; in the data active means inhibition above about 35%
The depositor's hits bear a star. Unless noted, no stated cut-off is given here; in the data, active means inhibition above about 50%; inactive means the rest.

For CCOc1ccc(NC(=O)CCCN2C(=S)NC(C)(C)CC2C)cc1 (stereo not given) the results were Apaf-1 inh -21, UBC13 polyUb 2, HKDC1 inhibitor -3, SENP8 block -7, Jurkat NFkB inh -3, SENP7 block -4, Gli-Sufu block -3 and 697 NFkB inh 9.
`Cc1ccc(-n2[nH]c(=O)c3cccnc32)cc1` gave Apaf-1 inh -5, UBC13 polyUb 2, HKDC1 inhibitor -3, SENP8 block -5, Jurkat NFkB inh 9, SENP7 block -3, Gli-Sufu block 4 and 697 NFkB inh 25.
For CCN(CC)CCN1C(=O)/C(=C\c2ccc(Cl)c([N+](=O)[O-])c2)SC1=Nc1ccc(OC)cc1 the results were Apaf-1 inh 33, UBC13 polyUb 13, HKDC1 inhibitor 14, SENP8 block 27, Jurkat NFkB inh -72, SENP7 block 3, Gli-Sufu block 3 and 697 NFkB inh -70.
Screening COc1ccc(C(=O)OCC(=O)NCCCc2ccccc2)c(OC)c1 returned Apaf-1 inh 6, UBC13 polyUb 4, HKDC1 inhibitor -1, SENP8 block -2, Jurkat NFkB inh 10, SENP7 block -2, Gli-Sufu block 0 and 697 NFkB inh -10.
`Cc1ccccc1-c1nnn(CC(=O)NC(=O)NC2CCCC2)n1` gave Apaf-1 inh 21, UBC13 polyUb 19, HKDC1 inhibitor 2, SENP8 block -8, Jurkat NFkB inh 1, SENP7 block 11, Gli-Sufu block -9 and 697 NFkB inh -1.
`O=C(CCS(=O)(=O)c1cccs1)N1CCN(c2ccc(F)cc2)CC1` gave Apaf-1 inh 0, UBC13 polyUb 4, HKDC1 inhibitor -1, SENP8 block -4, Jurkat NFkB inh 6, SENP7 block -3, Gli-Sufu block -23 and 697 NFkB inh -24.
O=C(Nc1nc2ccccc2[nH]1)c1cccs1 was read as Apaf-1 inh 2, UBC13 polyUb -4, HKDC1 inhibitor -2, SENP8 block 45, Jurkat NFkB inh -132, SENP7 block 69*, Gli-Sufu block -55 and 697 NFkB inh -128.
Screening O=C(O)c1ccccc1C(=O)c1ccc2c(c1)N(Cc1ccc(Cl)c(Cl)c1)C(=O)CO2 returned Apaf-1 inh 14, UBC13 polyUb 12, HKDC1 inhibitor -2, SENP8 block 6, Jurkat NFkB inh -2, SENP7 block 0, Gli-Sufu block 5 and 697 NFkB inh -6.
For O=C(Nc1nccs1)c1ccc(Br)o1 the results were Apaf-1 inh -25, UBC13 polyUb -7, HKDC1 inhibitor 0, SENP8 block -1, Jurkat NFkB inh -17, SENP7 block -1, Gli-Sufu block -22 and 697 NFkB inh -31.
Screening Cc1ccc(-c2nnc(-c3ccc(NC(=O)c4ccco4)cc3)o2)cc1 returned Apaf-1 inh 5, UBC13 polyUb 0, HKDC1 inhibitor 2, SENP8 block 4, Jurkat NFkB inh -8, SENP7 block -1, Gli-Sufu block 1 and 697 NFkB inh -10.
`COc1cccc(C(=O)CSc2nc3ccccc3n2CC(=O)N(C(C)C)C(C)C)c1` gave Apaf-1 inh 9, UBC13 polyUb -9, HKDC1 inhibitor 5, SENP8 block -11, Jurkat NFkB inh 2, SENP7 block -3, Gli-Sufu block 23 and 697 NFkB inh -1.
Screening CCOc1ccccc1/C=N/n1nnnc1N returned Apaf-1 inh -8, UBC13 polyUb -8, HKDC1 inhibitor -3, SENP8 block -7, Jurkat NFkB inh -5, SENP7 block 15, Gli-Sufu block 3 and 697 NFkB inh -22.
For O=C(Nc1ccc(Cl)c(S(=O)(=O)N2CCOCC2)c1)C1CCCC1 the results were Apaf-1 inh -5, UBC13 polyUb 10, HKDC1 inhibitor 2, SENP8 block -2, Jurkat NFkB inh -1, SENP7 block 5, Gli-Sufu block 0 and 697 NFkB inh 4.
For CC1(C)CC(=O)C2=C(C1)N(N1CCOCC1)C(N)=C(C#N)C2c1cccnc1 (stereo not given) the results were Apaf-1 inh 0, UBC13 polyUb -6, HKDC1 inhibitor -7, SENP8 block 1, Jurkat NFkB inh -25, SENP7 block -5, Gli-Sufu block 1 and 697 NFkB inh -47.
CSc1nc(-c2ccccc2)nc(NC(=O)c2ccccc2)c1C(C)=O was read as Apaf-1 inh 13, UBC13 polyUb 1, HKDC1 inhibitor -9, SENP8 block -2, Jurkat NFkB inh -2, SENP7 block 7, Gli-Sufu block 10 and 697 NFkB inh -2.
Screening C=CCn1c(CCC(=O)O)ccc1-c1ccc(OC)cc1 returned Apaf-1 inh -5, UBC13 polyUb -1, HKDC1 inhibitor -9, SENP8 block 4, Jurkat NFkB inh 5, SENP7 block -9, Gli-Sufu block -7 and 697 NFkB inh 0.
`O=C(CSc1ccc(F)cc1)NCC1(N2CCOCC2)CCCCC1` gave Apaf-1 inh 26, UBC13 polyUb 3, HKDC1 inhibitor -2, SENP8 block -12, Jurkat NFkB inh -17, SENP7 block 14, Gli-Sufu block 7 and 697 NFkB inh 7.
COc1ccc2nc(SCC(=O)NC3CCCc4ccccc43)[nH]c2c1 (stereo not given) was read as Apaf-1 inh 20, UBC13 polyUb -16, HKDC1 inhibitor -6, SENP8 block -5, Jurkat NFkB inh 4, SENP7 block -10, Gli-Sufu block 8 and 697 NFkB inh -12.
For COc1ccc(C(=O)/C=C/Nc2ccc(S(=O)(=O)Nc3cc(OC)nc(OC)n3)cc2)c(OC)c1 the results were Apaf-1 inh 7, UBC13 polyUb -14, HKDC1 inhibitor -2, SENP8 block -1, Jurkat NFkB inh -7, SENP7 block -7, Gli-Sufu block 21 and 697 NFkB inh 7.
Screening C=CCNC(=O)CCc1nnc(C2(c3ccc(Cl)cc3)CCC2)o1 returned Apaf-1 inh -10, UBC13 polyUb -4, HKDC1 inhibitor -11, SENP8 block -5, Jurkat NFkB inh -71, SENP7 block -3, Gli-Sufu block -8 and 697 NFkB inh -67.
For Cc1ccc(S(=O)(=O)N(C)C)cc1NC(=O)COC(=O)CC1CCCC1 the results were Apaf-1 inh 3, UBC13 polyUb -5, HKDC1 inhibitor -1, SENP8 block -6, Jurkat NFkB inh 2, SENP7 block 0, Gli-Sufu block -7 and 697 NFkB inh 10.
For COc1cccc(-c2csc(N3CCN(C(=O)Nc4ccccc4OC)CC3)n2)c1 the results were Apaf-1 inh 9, UBC13 polyUb 2, HKDC1 inhibitor -4, SENP8 block 3, Jurkat NFkB inh -15, SENP7 block 0, Gli-Sufu block -1 and 697 NFkB inh -4.
CC12CN(C(=O)c3ccc([N+](=O)[O-])cc3)CC(C)(CN(C(=O)c3ccc([N+](=O)[O-])cc3)C1)C2=O was read as Apaf-1 inh -11, UBC13 polyUb -1, HKDC1 inhibitor 1, SENP8 block 5, Jurkat NFkB inh 13, SENP7 block 6, Gli-Sufu block 3 and 697 NFkB inh 10.
Screening COc1ccc(CCNC(=O)c2ccc3nc4cc(Cl)ccc4c(=O)n3c2)cc1OC returned Apaf-1 inh 11, UBC13 polyUb 13, HKDC1 inhibitor 7, SENP8 block 7, Jurkat NFkB inh 6, SENP7 block 7, Gli-Sufu block -17 and 697 NFkB inh -1.
For CCCc1cc(=O)n2[nH]c(-c3ccccc3)cc2n1 the results were Apaf-1 inh 7, UBC13 polyUb 1, HKDC1 inhibitor -3, SENP8 block -10, Jurkat NFkB inh -34, SENP7 block -3, Gli-Sufu block -35 and 697 NFkB inh -57.
`COc1ccc2c(c1)c1ccccc1n2C` gave Apaf-1 inh 5, UBC13 polyUb 7, HKDC1 inhibitor -1, SENP8 block -2, Jurkat NFkB inh 3, SENP7 block -3, Gli-Sufu block 5 and 697 NFkB inh 6.
For CC1(C)Cc2c(C#N)c(NCC3CCCO3)nc(-c3ccco3)c2CO1 (stereo not given) the results were Apaf-1 inh 8, UBC13 polyUb 2, HKDC1 inhibitor -3, SENP8 block -8, Jurkat NFkB inh 2, SENP7 block -2, Gli-Sufu block 4 and 697 NFkB inh 10.
Screening Cc1ccc(-n2nc3c(=O)n(C(C)C(=O)NCc4ccco4)nc(C)c3c2C)cc1 (stereo not given) returned Apaf-1 inh 2, UBC13 polyUb -2, HKDC1 inhibitor -3, SENP8 block 5, Jurkat NFkB inh 9, SENP7 block 3, Gli-Sufu block -1 and 697 NFkB inh 15.
For O=C(c1cccc(S(=O)(=O)N2CCc3ccccc32)c1)N1CCc2ccccc2C1 the results were Apaf-1 inh 11, UBC13 polyUb 6, HKDC1 inhibitor 1, SENP8 block 0, Jurkat NFkB inh -6, SENP7 block -5, Gli-Sufu block 2 and 697 NFkB inh 6.
For N#C/C(=C/c1ccc(CNS(=O)(=O)c2ccccc2)o1)C(=O)NCc1ccccc1 the results were Apaf-1 inh 15, UBC13 polyUb -25, HKDC1 inhibitor 1, SENP8 block -9, Jurkat NFkB inh 20, SENP7 block -2, Gli-Sufu block 2 and 697 NFkB inh -19.
`CC(=O)Nc1ccc(S(=O)(=O)NCCc2ccccn2)cc1` gave Apaf-1 inh 16, UBC13 polyUb -9, HKDC1 inhibitor -5, SENP8 block 0, Jurkat NFkB inh 0, SENP7 block -8, Gli-Sufu block -6 and 697 NFkB inh -17.
For Cc1ccccc1-c1nc(CN2CCCC(C(=O)NCc3cccnc3)C2)c(C)o1 (stereo not given) the results were Apaf-1 inh 3, UBC13 polyUb 10, HKDC1 inhibitor 4, SENP8 block -1, Jurkat NFkB inh 0, SENP7 block 0, Gli-Sufu block 10 and 697 NFkB inh 23.

Quoted from the entries so far for reference:
`O=C(CCS(=O)(=O)c1cccs1)N1CCN(c2ccc(F)cc2)CC1` gave Apaf-1 inh 0, UBC13 polyUb 4, HKDC1 inhibitor -1, SENP8 block -4, Jurkat NFkB inh 6, SENP7 block -3, Gli-Sufu block -23 and 697 NFkB inh -24.
O=C(Nc1nc2ccccc2[nH]1)c1cccs1 was read as Apaf-1 inh 2, UBC13 polyUb -4, HKDC1 inhibitor -2, SENP8 block 45, Jurkat NFkB inh -132, SENP7 block 69*, Gli-Sufu block -55 and 697 NFkB inh -128.

By substructure: the entries above with a Cl atom
For CCN(CC)CCN1C(=O)/C(=C\c2ccc(Cl)c([N+](=O)[O-])c2)SC1=Nc1ccc(OC)cc1 the results were Apaf-1 inh 33, UBC13 polyUb 13, HKDC1 inhibitor 14, SENP8 block 27, Jurkat NFkB inh -72, SENP7 block 3, Gli-Sufu block 3 and 697 NFkB inh -70.
Screening O=C(O)c1ccccc1C(=O)c1ccc2c(c1)N(Cc1ccc(Cl)c(Cl)c1)C(=O)CO2 returned Apaf-1 inh 14, UBC13 polyUb 12, HKDC1 inhibitor -2, SENP8 block 6, Jurkat NFkB inh -2, SENP7 block 0, Gli-Sufu block 5 and 697 NFkB inh -6.
For O=C(Nc1ccc(Cl)c(S(=O)(=O)N2CCOCC2)c1)C1CCCC1 the results were Apaf-1 inh -5, UBC13 polyUb 10, HKDC1 inhibitor 2, SENP8 block -2, Jurkat NFkB inh -1, SENP7 block 5, Gli-Sufu block 0 and 697 NFkB inh 4.
Screening C=CCNC(=O)CCc1nnc(C2(c3ccc(Cl)cc3)CCC2)o1 returned Apaf-1 inh -10, UBC13 polyUb -4, HKDC1 inhibitor -11, SENP8 block -5, Jurkat NFkB inh -71, SENP7 block -3, Gli-Sufu block -8 and 697 NFkB inh -67.
Screening COc1ccc(CCNC(=O)c2ccc3nc4cc(Cl)ccc4c(=O)n3c2)cc1OC returned Apaf-1 inh 11, UBC13 polyUb 13, HKDC1 inhibitor 7, SENP8 block 7, Jurkat NFkB inh 6, SENP7 block 7, Gli-Sufu block -17 and 697 NFkB inh -1.

Assay outcomes as filed in PubChem.
